Screens from PubChem.
HP1b chromo inh – HP1-beta chromodomain-methylated histone interaction inhibition; P83916; AlphaScreen HP1-beta / biotin-H3K9me3 peptide binding; Potency, µM (highest dose often 114 µM), without a hit: at the highest dose activity change, negative = inhibition, most hits filed as inhibitors; 390,000 compounds, 0.56% hits; AID 540317; further: potency means the concentration at half of the fitted maximal effect; nearly all actives have a fitted effect of over 70% in size; inactives centre near 23
Target sequence (P83916 whole entry, looked up): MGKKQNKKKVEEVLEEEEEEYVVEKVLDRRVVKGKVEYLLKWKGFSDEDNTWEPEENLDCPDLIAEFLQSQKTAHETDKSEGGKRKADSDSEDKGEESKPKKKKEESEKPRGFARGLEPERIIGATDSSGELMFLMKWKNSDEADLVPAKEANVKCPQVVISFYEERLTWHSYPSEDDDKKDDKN
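Compound inhibition of the preformed complex between 50 nM HP1-beta and 50 nM biotinylated H3K9me3 peptide was read by AlphaScreen. Buffer was PBS pH 7.4 with 0.01% Tween-20. Incubations ran 30 min at room temperature, with 10 ug/mL donor/acceptor beads.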
Pin1 inhibitor – blocks the human prolyl isomerase Pin1. Q13526. Pin1 FP peptide displacement, HiFluor488, 10 min. Potency, µM (doses to about 115 µM), inactives show at the top dose activity, negative = inhibition, most hits filed as inhibitors. 390,000 compounds, 0.009% hits. AID 504891; active means well fitted inhibition curve with a large enough effect in the polarisation, with a control signal flat, not every such curve was filed as active; inconclusive means small, poorly fitted or top-dose-only effect, or effect the other way, or a change in a side signal; inactive means no such curve, though single readings can be large or run the other way; the % refers to the polarisation; further: potency means the concentration at half of the fitted maximal effect; on the % scale 0 is the no-effect control and ±100 the full control effect
Target sequence (Q13526 whole entry, looked up): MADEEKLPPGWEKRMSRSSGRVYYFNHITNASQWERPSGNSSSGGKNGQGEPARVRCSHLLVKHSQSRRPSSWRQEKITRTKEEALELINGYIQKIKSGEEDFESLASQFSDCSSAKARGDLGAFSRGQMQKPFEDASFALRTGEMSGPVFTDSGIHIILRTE
Tb PGK inh – inhibitors of T. brucei phosphoglycerate kinase. PGK/GAPDH coupled, Kinase-Glo luminescence, 60 min. Potency, µM (doses to about 57.5 µM), for inactives: top-dose activity change, negative = inhibition, usual class: inhibitors. 380,000 compounds, 0.043% hits; further: potency means the concentration at half of the fitted maximal effect; on the % scale 0 is the no-effect control and ±100 the full control effect; nearly all actives have a fitted effect of over 60% in size
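Recombinant glycosomal PGK reaction used 1,3-bisphosphoglycerate generated in-well by GAPDH (100nM final) in 100mM TEA pH 7.6, 5mM MgCl2, 0.01% Tween-20. After 60 minutes at room temperature, ATP was read by Kinase-Glo Plus luminescence end-point.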
TrxR1 substrate – is turned over as a substrate by rat TrxR1; 390,000 compounds, 0.01% hits; O89049; purified TrxR1 substrate turnover, NADPH consumption readout; Potency, µM (top dose mostly 114 µM), without a hit: top-dose activity change, negative = substrate turnover; AID 588456; further: potency means the concentration at half of the fitted maximal effect; on the % scale 0 is the no-effect control and ±100 the full control effect; nearly all actives have a fitted effect of over 50% in size
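Rat TrxR1, dispensed at 90 nM, was prereduced with 400 uM NADPH (final) for 5 min at ~22 deg C, then incubated with compound 15 min before 400 uM selenite. A first-read NADPH fluorescence drop versus no-compound background flagged substrates.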
USP1 inh – blocks the human USP1/UAF1 deubiquitinase complex | O94782 | 390,000 compounds, 0.23% hits | recombinant USP1/UAF1, Ub-Rhodamine cleavage fluorescence | Potency, µM (titrated, usually from 57.1 µM), without a hit: top-dose activity change, negative = inhibition, most hits filed as inhibitors; further: potency means the concentration at half of the fitted maximal effect; on the % scale 0 is the no-effect control and ±100 the full control effect; nearly all actives have a fitted effect of over 60% in size; inactives centre near -12
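Step one: compound is pinned into 1nM USP1/UAF1 in HEPES pH 7.8 buffer with TCEP. Step two: 15 min room-temperature incubation. Step three: Ub-Rho (150nM final) starts cleavage, tracked by fluorescence over six one-minute reads.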
rTrxR1 inhibitor – rat TrxR1 inhibition; O89049; recombinant rTrxR1, NADPH fluorescence consumption, selenite substrate; Potency, µM (series often up to 114 µM), for inactives: at the top dose activity change, negative = inhibition, most hits filed as inhibitors; 390,000 compounds, 1% hits; AID 588453; further: potency means the concentration at half of the fitted maximal effect; on the % scale 0 is the no-effect control and ±100 the full control effect; nearly all actives have a fitted effect of over 65% in size
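Rat TrxR1 (90 nM in the dispensed reagent) was pre-reduced with 400 uM NADPH for 5 min at room temperature, then incubated with compound for 15 min. After 400 uM selenite was added, NADPH fluorescence (Ex 340/Em 450 nm) was followed for 8 min.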
GLS inh – inhibitors of human glutaminase (GLS); O94925; GLS enzymatic activity, qHTS titration; Potency, µM (series often up to 45.5 µM), for inactives: at the highest dose activity change, negative = inhibition, most hits filed as inhibitors; 410,000 compounds, 0.21% hits; further: potency means the concentration at half of the fitted maximal effect; on the % scale 0 is the no-effect control and ±100 the full control effect
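hKGA in 45 mM KH2PO4 (pH 8.2), 0.02% Tween-20 with compound, then 1mM L-Glutamine (stock as added) plus glutamate oxidase/HRP/Amplex red coupling mix. Fluorescence read initially and after 30 min at RT; signal change reflects glutamate formation.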
PI4K2A inh – PI4K2A (human) kinase inhibition; AID 1346378; Q9BTU6; activity change, negative = inhibition, % at 76.9 µM; purified PI4K2A, ADP-Glo luminescence, 1 h; stronger effect = lower value; 420,000 compounds, 0.13% hits; in the data active means activity change below about -50%; inconclusive means mostly about -30% to -49%;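 further: -100% = wells without enzyme as full effect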
Target sequence (Q9BTU6 whole entry, looked up): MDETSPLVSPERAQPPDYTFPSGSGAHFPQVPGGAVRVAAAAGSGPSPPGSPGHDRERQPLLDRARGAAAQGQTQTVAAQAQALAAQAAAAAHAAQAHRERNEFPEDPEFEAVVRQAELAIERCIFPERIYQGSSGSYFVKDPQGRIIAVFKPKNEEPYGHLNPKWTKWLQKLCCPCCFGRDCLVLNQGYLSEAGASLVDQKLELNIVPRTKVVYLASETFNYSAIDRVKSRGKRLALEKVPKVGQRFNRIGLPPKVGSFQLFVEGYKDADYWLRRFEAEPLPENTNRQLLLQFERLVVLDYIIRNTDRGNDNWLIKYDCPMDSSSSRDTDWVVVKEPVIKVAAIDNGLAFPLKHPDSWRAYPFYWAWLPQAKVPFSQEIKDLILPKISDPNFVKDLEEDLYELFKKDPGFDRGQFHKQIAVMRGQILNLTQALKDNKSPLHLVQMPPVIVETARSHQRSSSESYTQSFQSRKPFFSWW
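ADP-Glo luminescence measured ADP generated by PI4K2A enzyme (4 ug/mL before mixing) with 1.2 mM PI substrate (pre-mix) and 300 microM ATP (pre-mix). Tris pH7.5 buffer with MgCl2, Triton X-100; 1 h reaction at ambient temperature.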
IDH1 R132H inh – inhibitors of human mutant IDH1 R132H; O75874; IDH1-R132H enzyme, NADPH consumption, diaphorase/resazurin fluorescence; Potency, µM (titrated, usually from 76.6 µM), for the others: top-dose activity change, negative = inhibition, hits mostly inhibitors; 390,000 compounds, 0.093% hits; further: potency means the concentration at half of the fitted maximal effect; on the % scale 0 is the no-effect control and ±100 the full control effect; nearly all actives have a fitted effect of over 65% in size
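IDH1-R132H (0.5 ug/mL) preincubated 30 min with compound, then NADPH (0.016 mM) and alpha-KG (2 mM) added; 80 min at RT, pH 7.5. Remaining NADPH coupled via diaphorase/resazurin to fluorescence (540/590 nm); concentration-response curves normalized to no-enzyme control.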
* marks the source's active call; other numbers are inactive results; i = inactive; ? = inconclusive; [ ] = remark or other dose. Unless noted, the call rests on the fitted dose curve; in most records, active means well fitted curve in the direction sought with a large enough effect; inconclusive means small, poorly fitted or top-dose-only effect, or another doubt; inactive means no such curve, though single readings can be large; an effect the other way counts as inactive or inconclusive. The list is partial; count on the stated rates, not on these rows.

Molecule	PI4K2A inh	IDH1 R132H inh	Tb PGK inh	HP1b chromo inh	USP1 inh	GLS inh	TrxR1 substrate	rTrxR1 inhibitor	Pin1 inhibitor
CC(C)(C)NC(=O)c1ccc2c(c1)N(CC(=O)N1CCN(c3ccc(F)cc3)CC1)C(=O)C(C)(C)O2	-2	0%	2%	27%	-17%	3%	-3%	6%	2%
CC(=O)C1=C(C)NC(SCC(N)=O)=C(C#N)C1CC(C)C (centres undefined)	-3	6%	-8%	-36%	-7%	0%	1%	-34%	0%
COc1ccccc1CN1CC(C(=O)NC2(c3ccccc3)CC2)CCC1=O (centres undefined)	3	7%	-2%	10%	1%	10%	-12%	-7%	-13%
CCC(=O)Nc1ccc2oc(-c3cccc(C)c3)nc2c1	?	-1%	-3%	?	2%	?	152%[activator]	16%	0%
O=C(COC(=O)c1ccc2c(c1)OCO2)Nc1nc(-c2ccccc2)cs1	1	-2%	i	33%	-12%	-2%	-8%[57.1 µM]	-5%[57.1 µM]	1%
Cc1ccc(C(=O)c2oc3ccccc3c2NC(=O)C(C)Oc2ccccc2Cl)cc1 (centres undefined)	-3	17%	-9%	35%[activator]	-2%	8%	4%	27%	5%
OCC1(CCOc2ccccc2)CCN(Cc2ccc3c(c2)OCCO3)CC1	9	-5%	-8%	36%	-21%	-8%	2%	7%	2%
COc1ccc(-c2cc3ccccc3oc2=O)cc1NC(=O)c1ccc([N+](=O)[O-])o1	-6	-2%	-3%	34%	-24%	-1%	-9%	-8%	3%
CCN1CCC(N(Cc2ccc(F)cc2)C(=O)Nc2cccc(C(F)(F)F)c2)CC1	-7	7%	8%	41%	0%	2%	-8%	-12%	-4%
CCCN1CNC(=S)N(c2ccc(C)cc2C)C1	2	10%	-4%	8%	-7%	-7%	4%	-7%[57.1 µM]	0%
COc1ccc2ccccc2c1/C=N/N1C(=O)CSC1=S	-3	6%	1%	-18%	-13%	?	-7%	-49%	20%
COCc1nn2c(N)c(-c3ccccc3)cnc2c1-c1ccccc1	-3	-5%	-2%	21%	4%	7%	47%[activator]	45%	-12%
CC1CCN(c2nc3ccccc3n2CC(=O)c2ccccc2)CC1	-5	-4%	-5%	25%	-22%	2%	4%	16%	2%
O=C(Nc1ccccc1C(=O)N1CCCC1)c1ccc(Cl)c([N+](=O)[O-])c1	2	11%	i	14%	-6%	-4%	-21%[57.1 µM]	14%[57.1 µM]	-2%
COc1cc(NC(=O)c2ccc(COCC(F)(F)F)cc2)cc(OC)c1OC	-5	-3%	3%	-8%	1%	4%	-11%	-3%	?
Cn1c(=O)n(C)c2cc(NS(=O)(=O)c3ccc(Cl)cc3)c(NCc3ccccc3)cc21	-4	23%	0%	65%	?	41%[activator]	70%[activator]	?	3%
O=C(NCc1ccc(Cl)c(Cl)c1)C1CCCC1	-1	0%	-4%	49%[activator]	-17%	0%	3%[57.1 µM]	12%[57.1 µM]	7%
CCCCOc1c(C(=O)Nc2ccccc2)nnn1-c1ccccc1	-1	-2%	2%	84%[activator]	-6%	0%	-9%[57.1 µM]	-3%[57.1 µM]	5%
CC1CC1c1ccc(/C=C(\C#N)C(=O)Nc2cccc(Cl)c2Cl)o1 (centres undefined)	6	-1%	-4%	20%	?	-7%	-9%	?	?
COc1ccc2c(c1)-c1nc(NC(=O)c3cccc(Br)c3)sc1CC2	-2	9%	-1%	43%[activator]	-4%	3%	81%[activator]	36%	?
Cc1ccc(C)c(-n2cc(CNCCCn3cccn3)c(-c3ccccc3)n2)c1	0	3%	-7%	12%[57 µM]	-10%	-6%	3%	-10%	0%
COc1cc(S(=O)(=O)Nc2cccc(C)c2)ccc1NC(=O)c1cccnc1	2	1%	3%	22%	-2%	14%	2%[0.457 µM]	2%	5%
Cc1cc(NC(=O)CSc2nnc(-c3ccncc3)n2-c2ccccc2)no1	5	8%	i	-28%	-11%	-18%	1%	27%	2%
FC(F)(F)c1cccc(NC(=S)N2CCN(c3ccccn3)CC2)c1	-2	-6%	-5%	29%	-12%	4%	-6%[57.1 µM]	-13%[57.1 µM]	-7%
O=C(NCCCN1CCOCC1)c1cccc(S(=O)(=O)N2CCN(c3ccccc3)CC2)c1	-2	9%	i	8%	-17%	-4%	-2%	4%	-1%
O=C(NNC(=O)C1CC1)c1cc(=O)[nH]c2ccccc12	2	-4%	-5%	30%	1%	-7%	10%[57.1 µM]	-11%[57.1 µM]	11%
CCn1cc(C(=O)OCC(=O)Nc2ccc(F)cc2F)c(=O)c2ccc(C)nc21	-6	5%	-7%	46%[activator]	-9%	-7%	-9%	-10%	1%
CCOC(=O)c1c(C)[nH]c(C)c1C(=O)COC(=O)c1ccc([N+](=O)[O-])s1	-7	-3%	8%	-8%	-25%	12%	-4%	-18%	?
CCOc1ccc(CCNC(=O)C2CC(=O)N(Cc3ccc(OC)cc3)C2)cc1OCC (centres undefined)	1	-2%	11%	33%	-18%	-1%	2%	13%	-5%
CCOC(=O)C1CCCN(C(=S)Nc2ccc(Nc3ccccc3)cc2)C1 (centres undefined)	3	16%	10%	?	-22%	?	0%[57.1 µM]	8%[57.1 µM]	3%

Molecule	PI4K2A inh	IDH1 R132H inh	Tb PGK inh	HP1b chromo inh	USP1 inh	GLS inh	TrxR1 substrate	rTrxR1 inhibitor	Pin1 inhibitor
CC(c1n[nH]c(=S)n1-c1ccc(F)cc1)N1CCCCC1 (centres undefined)	3	0%	i	3%	-10%	-27%	8%[57.1 µM]	-9%[57.1 µM]	-9%
Cc1nc2nc[nH]n2c(=O)c1CC(=O)O	-1	0%	-2%	34%[activator]	-9%	?	3%	19%	-1%
CCc1ccc(N2C(=O)CC(Cn3nc(C)cc3C)C2=O)cc1 (centres undefined)	3	0%	-1%	51%[activator]	-9%	2%	4%	13%	-2%
Cc1cc(=O)c2ccc(C(F)(F)F)cc2[nH]1	3	6%	i	23%	-1%	3%	-5%	21%[57.1 µM]	0%
COc1ccc(CNC(=O)c2ccc(CNS(=O)(=O)c3ccc(F)cc3)cc2)cc1	-4	11%	-1%	27%	-6%	5%	2%[57.1 µM]	10%[57.1 µM]	0%
COCCn1c(C)cc(/C=C2\NC(=S)N(C)C2=O)c1C	-3	-3%	i	?	?	9%	-16%	?	?
O=C1c2ccc(-c3nc4ccccc4o3)cc2C(=O)N1Cc1cccnc1	1	8%	-5%	15%	4%	6%	10%	11%	-21%
COC(=O)c1nn(-c2ccc3c(c2)CCN3C(C)=O)cc1O	-85*	1%	?	7%	0%	12%	487%[activator]	62%[activator]	0%
Cc1c(NC(=O)c2cccc(NS(C)(=O)=O)c2)c(=O)n(-c2ccccc2)n1C	-5	-14%	-2%	26%	-7%	0%	2%	6%	3%
CCCCc1nc2cc(C(=O)N3CCCC(OCCC)C3)ccc2o1 (centres undefined)	-2	9%	-1%	54%[activator]	-21%	-6%	10%[57.1 µM]	22%[57.1 µM]	-1%
C/C(CC(=O)N(C(C)C)C(C)C)=N\NC(=O)COc1ccc(Cl)cc1Cl	0	10%	i	58%[activator]	-18%	-4%	-1%	14%	7%
O=C(OCn1nnc2ccccc2c1=O)c1cn(-c2ccccc2)nc1-c1cccnc1	9	1%	-2%	61%[activator]	-20%	-18%	-1%[57.1 µM]	16%[57.1 µM]	172%[activator]
Cc1ccc(-c2noc(CCC(=O)N(C)c3ccccc3C)n2)cc1	2	-1%	2%	43%[activator]	-19%	0%	6%[57.1 µM]	8%[57.1 µM]	-8%

In the list so far, these have a CF3 group.
Molecule	PI4K2A inh	IDH1 R132H inh	Tb PGK inh	HP1b chromo inh	USP1 inh	GLS inh	TrxR1 substrate	rTrxR1 inhibitor	Pin1 inhibitor
CCN1CCC(N(Cc2ccc(F)cc2)C(=O)Nc2cccc(C(F)(F)F)c2)CC1	-7	7%	8%	41%	0%	2%	-8%	-12%	-4%
COc1cc(NC(=O)c2ccc(COCC(F)(F)F)cc2)cc(OC)c1OC	-5	-3%	3%	-8%	1%	4%	-11%	-3%	?
FC(F)(F)c1cccc(NC(=S)N2CCN(c3ccccn3)CC2)c1	-2	-6%	-5%	29%	-12%	4%	-6%[57.1 µM]	-13%[57.1 µM]	-7%
Cc1cc(=O)c2ccc(C(F)(F)F)cc2[nH]1	3	6%	i	23%	-1%	3%	-5%	21%[57.1 µM]	0%

Complete entries, quoted from the list. Order of screens: PI4K2A inh, IDH1 R132H inh, Tb PGK inh, HP1b chromo inh, USP1 inh, GLS inh, TrxR1 substrate, rTrxR1 inhibitor, Pin1 inhibitor
Cc1nc2nc[nH]n2c(=O)c1CC(=O)O is listed with -1, 0%, -2%, 34%[activator], -9%, ?, 3%, 19%, -1%
COCCn1c(C)cc(/C=C2\NC(=S)N(C)C2=O)c1C is listed with -3, -3%, i, ?, ?, 9%, -16%, ?, ?
